TDP-43 yeast inh = qHTS of TDP-43 Inhibitors; 1.8% of 410,000 active; AID 652104, 2013; Potency, µM (doses to about 46.1 µM), for inactives: at the top dose growth rescue (activation), most hits filed as activators; TDP-43 expressing yeast growth rescue, BacTiter-Glo, 24 h; also: potency is read from the fitted curve at half-maximal effect; % of control where 0% means no effect; nearly all actives have a fitted effect of over 50% in size
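Readout is BacTiter-Glo luminescence of cell growth, so inhibitors register as activators. TDP-43-expressing yeast at OD600=0.02 in galactose medium, after raffinose pregrowth to mid-log, were incubated with compound for 24 hr at 30 deg C.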
D3 antag = qHTS of D3 Dopamine Receptor Antagonist: qHTS | D3R cells, DiscoveRx beta-arrestin luminescence, antagonist mode; stronger effect = lower value | max response, negative = inhibition, % | 2.5% of 360,000 active | AID 652054, 2013; in the data active = max response below about -50%; inconclusive = no clear call, values can overlap the other calls; also: % is scaled to controls: 0 for no effect and ±100 for the full control effect; mostly tested at two doses, the higher about 12 µM
Target sequence (P35462 whole entry, looked up): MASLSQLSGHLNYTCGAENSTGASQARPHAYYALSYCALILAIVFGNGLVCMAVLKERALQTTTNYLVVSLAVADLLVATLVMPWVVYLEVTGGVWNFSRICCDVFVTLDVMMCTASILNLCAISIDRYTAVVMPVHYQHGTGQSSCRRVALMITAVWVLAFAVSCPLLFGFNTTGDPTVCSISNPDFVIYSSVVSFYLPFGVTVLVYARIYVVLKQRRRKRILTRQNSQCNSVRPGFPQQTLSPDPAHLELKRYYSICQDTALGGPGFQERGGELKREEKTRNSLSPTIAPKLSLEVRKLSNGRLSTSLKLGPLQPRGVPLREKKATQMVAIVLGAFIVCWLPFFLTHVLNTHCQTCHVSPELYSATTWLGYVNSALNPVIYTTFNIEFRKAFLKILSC
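Cells expressing the human receptor were seeded at 1500 cells/well, incubated overnight at 37 degrees C in 5% CO2, then exposed to library compounds with dopamine controls for 90 minutes at 37 degrees C before luminescent detection.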
GLP-1R inv ag = qHTS of GLP-1 Receptor Inverse Agonists (Inhibition Mode); HEK293 GLP-1R CRE-luciferase, luminescence, 24 h; GLP-1R form is constitutively active; Potency, µM (series often up to 38.3 µM), for inactives: top-dose activity change, negative = inhibition, most hits filed as inhibitors; 1.6% of 410,000 active; also: potency is read from the fitted curve at half-maximal effect; % is scaled to controls: 0 for no effect and ±100 for the full control effect; nearly all actives have a fitted effect of over 55% in size
Target sequence (P43220 whole entry, looked up): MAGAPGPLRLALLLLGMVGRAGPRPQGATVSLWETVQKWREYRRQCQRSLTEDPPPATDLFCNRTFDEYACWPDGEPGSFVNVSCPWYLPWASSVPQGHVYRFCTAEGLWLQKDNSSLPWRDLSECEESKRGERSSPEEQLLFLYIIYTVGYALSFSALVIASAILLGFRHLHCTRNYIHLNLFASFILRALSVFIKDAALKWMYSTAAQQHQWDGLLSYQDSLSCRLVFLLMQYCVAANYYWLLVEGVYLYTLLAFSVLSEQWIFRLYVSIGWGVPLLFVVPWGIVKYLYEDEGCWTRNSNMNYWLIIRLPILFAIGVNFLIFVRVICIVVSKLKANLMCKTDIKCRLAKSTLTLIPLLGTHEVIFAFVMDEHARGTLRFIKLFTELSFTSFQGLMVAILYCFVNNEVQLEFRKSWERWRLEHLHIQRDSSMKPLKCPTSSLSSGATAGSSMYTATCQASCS
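Inverse agonists were sought by their lowering of basal cAMP reporter luciferase output in HEK293 cells stably carrying constitutively active human GLP-1R, after 24 h compound treatment.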
aSyn rescue = qHTS of alpha-syn Inhibitors. Yeast expressing alpha-synuclein, growth rescue, BacTiter-Glo, 24 h. Potency, µM (top dose mostly 46.1 µM), inactives show top-dose growth rescue (activation), hits mostly activators. 0.14% of 370,000 active. AID 652106, 2013; also: potency is read from the fitted curve at half-maximal effect; % of control where 0% means no effect; nearly all actives have a fitted effect of over 65% in size
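Rescue of yeast growth: cells expressing toxic alpha-synuclein, induced in galactose at OD600 0.02, incubated with compound 24 h at 30 C. ATP luminescence quantified growth; inhibitors of toxicity appear as activators.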
FUS suppressor = qHTS for Suppressors of FUS Proteinopathy: Primary screen using FUS-linked yeast assay; AID 1347120, 2019; Potency, µM (series often up to 76.6 µM), inactives show at the highest dose growth rescue (activation), actives largely listed as activators; S. cerevisiae FUS-expressing, growth rescue, OD600, 24 h; 0.24% of 390,000 active;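 also: potency is read from the fitted curve at half-maximal effect; plate controls were DMSO vehicle for no effect and reference control for full effect; nearly all actives have a fitted effect of over 55% in size; some results filed as inactive show a strong effect at the top dose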
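Yeast FUS proteinopathy model; galactose-induced FUS (2%), starting OD 0.005. Cpds in dilution series, 24hr, 30C, 99% humidity. Abs 600 nm growth. Pos ctrl CP55940 (top 92uM final); neg ctrl DMSO.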
Akt phos inh = HTS Assay for Inhibitors of Akt Phophorylation: Primary Screen; Neuro2A IGF-stimulated pAkt S473 HTRF, 20 min; stronger effect = lower value; activity change, % for hits at 50 µM; 0.32% of 360,000 active; AID 651550, 2012; in the data active = activity change below about -80%; inconclusive = mostly about -51% to -80%; also: % is scaled to controls: 0 for no effect and ±100 for the full control effect
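Single-point screen (50 µM final compound) in Neuro2A cells stimulated 20 min with 6 nM IGF at 37 deg C. After lysis, Ser473-phosphorylated Akt read by HTRF (ex 330 nm, em 615/665 nm) as the 665/615 ratio.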
GLP1R ag = qHTS of GLP-1 Receptor Agonists; HEK293 GLP-1R CRE-luciferase, luminescence, 4-6 h; cells express a hypersensitive GLP-1R form; Potency, µM (top dose mostly 45.6 µM), without a hit: at the highest dose activation, usual class: activators; 0.007% of 380,000 active; AID 624172, 2012; also: potency is read from the fitted curve at half-maximal effect; % of control where 0% means no effect
PTHR1 agonist = qHTS for PTHR1 Agonists: Primary Screen. Potency, µM (doses to about 115 µM), for inactives: at the highest dose activation, usual class: activators. Parathyroid hormone/parathyroid hormone-related peptide receptor (Homo sapiens), Q03431. HEK293 GP2 PTHR1 cells, GloSensor cAMP luminescence, 1 h. 0.075% of 410,000 active. AID 743266, 2014; also: potency is read from the fitted curve at half-maximal effect; nearly all actives have a fitted effect of over 55% in size; some results filed as inactive show a strong effect at the top dose; inactives centre near -15; many of its hits are not listed in these tables
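HEK-293-derived GP2 cells expressing PTHR1 and a GloSensor cAMP reporter, 3,000/well, plated overnight, given luciferin plus IBMX (each 0.5 mM as added) for 1 h at 37 °C, then compound for 1 h at 37 °C. Luminescence was read after 15 min at room temperature.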
Abeta yeast res = qHTS for compounds that reverse cellular toxicity of Amyloid beta (A-beta) peptide in yeast: Primary Screen | Potency, µM (doses to about 46.1 µM), inactives show at the top dose growth rescue, usual class: activators | yeast expressing A-beta42, growth rescue, OD600, 48 h; response scale: 0% DMSO, 100% iron-clioquinol control | AID 1347071, 2019 | 0.063% of 410,000 active; also: potency is read from the fitted curve at half-maximal effect; nearly all actives have a fitted effect of over 55% in size
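Yeast A-beta toxicity model in growth medium with pinned compounds, 48 h at 30 C; growth read as absorbance at 600 nm. Normalized to FeCl3/clioquinol equimolar mix (positive) and DMSO (negative).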
* = called active by the depositor; i = inactive; ? = inconclusive; / = not tested or not shown; [ ] = another dose, or the depositor's remark. Unless noted, calls follow the shape of the dose curve; as a rule, active = well fitted curve in the direction sought with a large enough effect; inconclusive = small, poorly fitted or top-dose-only effect, or another doubt; inactive = no such curve, though single readings can be large; an effect the other way counts as inactive or inconclusive. Some of the compounds tested; the hit share may differ from the screen's.

SMILES	TDP-43 yeast inh	D3 antag	GLP-1R inv ag	aSyn rescue	FUS suppressor	Akt phos inh	GLP1R ag	PTHR1 agonist	Abeta yeast res
O=C(Nc1nccs1)c1ccc(-c2ccccc2Cl)o1	0%	27	?	-20%	24%	i	5%	-2%[57.5 µM]	-34%[inhibitor]
Cc1ccc(C)c(S(=O)(=O)N2CCCOC2CNC(=O)C(=O)NC2CCCCC2)c1 (configuration not stated)	18%	8	5%	-2%	3%	i	6%	-34%[inhibitor]	12%
COc1ccc2c(c1)c(=O)c(C(=O)O)c(-c1ccc3c(c1)OCO3)n2C	6%	9	3%	4%	3%	i	6%	-1%	3%
CC(=O)c1ccc(OCC(O)CN2CCN(S(=O)(=O)c3cccc(Br)c3)CC2)cc1 (configuration not stated)	-21%	22	?	6%	11%	i	-2%	i	-16%
COc1cc(NS(=O)(=O)c2ccc(NC(=O)c3cccnc3)cc2)ncn1	-13%	4	17%	-8%	4%	i	-7%	11%	-4%
COC(=O)c1ccc(C(=O)OC)c(NC(=O)COC(=O)CC2CC3CCC2C3)c1 (configuration not stated)	4%	10	?	3%	19%	i	-1%	-23%[57.5 µM]	-10%
COc1ccc(/C=N/n2c(C)nnc2C)c(OC)c1OC	12%	-3	14%	2%	23%	i	3%	-24%[57.5 µM]	-2%
Cc1ccc(S(=O)(=O)Nc2cccc(Cl)c2)cc1NC(=O)C1CC1	-3%	-28	?	-1%	/	i	0%	0%	6%
Cc1c(NC(=O)C(C)OC(=O)CCOc2ccccc2)c(=O)n(-c2ccccc2)n1C (configuration not stated)	-3%	-24	7%	-2%	24%	i	-14%	i	-7%
CC(NC(=O)COC(=O)C1=COCCO1)C12CC3CC(CC(C3)C1)C2 (configuration not stated)	-28%[9.22 µM]	15	59%[activator][7.66 µM]	0%	5%	i	21%	-5%	-23%
Cc1cccc(C(=O)NC(=S)N2CCN(c3ccc([N+](=O)[O-])cc3)CC2)c1	9%	-19	2%	3%	/	i	0%	i	4%
O=C(NCCCN1CCCC1=O)C(=O)NCC1OCCCN1S(=O)(=O)c1cc(F)ccc1F (configuration not stated)	-14%	6	-14%	1%	25%	i	6%	-10%	-6%
C(=N\Nc1nc(N2CCOCC2)nc(N2CCOCC2)n1)/c1cccnc1	-14%	10	7%	1%	-5%	-82%*	-12%	i	10%
O=c1c2c3c(sc2ncn1/N=C/c1ccccc1)CCCC3	28%	3	?	5%	-3%	i	16%	-78%[inhibitor][57.5 µM]	1%
CCOC(=O)c1ccc(Nc2cc(C)nc3nc(C)nn23)cc1	21%	-23	-22%	-1%	-20%	i	5%	-23%	-11%
O=C(COc1ccc2oc(-c3ccccc3)cc(=O)c2c1)Nc1ccccc1	-17%	-1	29%	-4%	-1%	i	0%	i	6%
COc1ccc(OCC(=O)Nc2ccc(S(=O)(=O)Nc3cc(C)nc(C)n3)cc2)cc1	-18%	0	-5%	5%	7%	i	17%	14%[57.5 µM]	-8%
COc1ccc2oc(=O)c(-c3cn4c(n3)sc3cc(F)ccc34)cc2c1	11%	/	3%	/	10%	/	/	i	-5%
CCOC(=O)c1cnn(-c2ccc(C(=O)Nc3ccc(OC(F)(F)F)cc3)cc2)c1N	-4%	/	8%	/	-16%	/	/	-23%	2%
COc1ccc(C2=Nn3c(nnc3-c3ccccc3F)SC2)cc1OC1CCCC1	/	/	/	/	?	/	39%	i	4%
Oc1c(C(c2ccc(Cl)cc2Cl)N2CCN(Cc3ccccc3)CC2)sc2nc(-c3ccco3)nn12 (configuration not stated)	?	/	?	/	44%	/	/	i	20%
COc1cccc(C(=O)c2cn(CC(=O)Nc3cccc(C)c3C)c3nc(C)ccc3c2=O)c1	20%	/	-5%	/	1%	/	/	-23%	-4%
COc1ccccc1-c1nc2c(c(SCC(=O)N3CCCCC3)n1)Cc1c(CO)cnc(C)c1O2	7%	34	?	1%	?	i	-4%	-15%	-9%
COc1ccc(C(=O)OCC(=O)N2CCCC2=O)c(OC)c1	-9%	-56*	14%	0%	-2%	i	2%	-38%	-6%
CN(Cc1ccccc1)C(=O)c1oc(=O)c2ccccc2c1-c1ccccc1	14µM*	14	?	5%	/	i	20%	-34%[inhibitor]	-8%
O=C(Cc1ccccc1)NNC1=NS(=O)(=O)c2ccccc21	-7%	4	1%	-4%	11%	i	-1%	-3%	-5%
CCCCNC(=O)C1CCCN(S(=O)(=O)CC)C1 (configuration not stated)	-6%	4	8%	1%	-5%	i	-1%	i	-9%
CCn1c(SCC(=O)NC2CC2)nnc1-c1ccccc1	8%	65	13%	-1%	-7%	i	-2%	i	-1%
Cc1nc(N2CCOCC2)sc1C(=O)NN	6%	-4	13%	0%	21%	i	26%	-8%	-3%
O=S(=O)(Nc1nc2ccccc2nc1Nc1ccc2c(c1)OCO2)c1ccccc1	-1%	12	-14%	2%	/	i	-27%	-26%	10%
O=S(=O)(NCC1CCCO1)c1ccc(Br)s1 (configuration not stated)	20%	13	0%	6%	-15%	i	0%	i	14%
Cc1cccc(C)c1-n1nnnc1C1c2ccccc2C(=O)N1CCc1ccc(O)cc1 (configuration not stated)	17%	-8	25%	9%	12%	i	7%	-9%	4%
O=C(O)CC(C(=O)NC1CCCCC1)C1CCCO1 (configuration not stated)	4%	0	23%	-10%	/	i	-2%	-8%	-9%
CC(=O)C(Cc1ccccc1)(Cc1ccccc1)C(C)=O	12%	22	-30%	7%	-1%	i	2%	-26%	?
COc1cc(/C=C2\SC(=O)NC2=O)ccc1Oc1ccc([N+](=O)[O-])cn1	12%	-11	15%	6%	20%	i	2%	-19%	14%
O=C(Oc1ccc2c3c(c(=O)oc2c1)CCC3)c1ccco1	-21%	-17	5%	19%	4%	i	1%	i	15%
COc1ccccc1/C=C/C(=O)NC(=S)N(C)C1CCCCC1	3%	-19	0%	-10%	13%	/	-9%	i	-4%
COc1ccc(N2CCN(C(=O)c3cc4c(-c5cccc(OC)c5)nn(C)c4s3)CC2)cc1	16µM*	13	-22%	0%	?	i	1%	i	-6%
COc1cc(NC(=O)c2ccc(Cl)cc2)c(OC)cc1NC(=O)CN1CCOCC1	0%	21	-2%	3%	9%	i	-13%	-32%[inhibitor][57.5 µM]	21%
CCCc1ccc(S(=O)(=O)NCc2nnc(SC)n2C)cc1	-5%	-16	-7%	-2%	-4%	i	2%	-14%	-8%
CS(=O)(=O)N(CC(=O)N1CCc2ccccc2C1)c1cccc(Br)c1	13%	-10	?	12%	38%	i	6%	-12%	4%
CCOC(=O)C1(Cc2cccc(F)c2)CCN(C(=O)c2ccoc2C)CC1	-11%[0.397 µM]	6	?	11%	25%	i	19%	-7%	4%
O=C(CCCn1c(SCC(=O)NCCc2ccccc2)nc2ccccc2c1=O)NCC1CCCO1 (configuration not stated)	5%	0	1%	-6%	-8%	i	-5%	i	14%
COc1ccc(CCNC(=O)CSc2ccsc2[N+](=O)[O-])c(OC)c1	20%	-5	12%	3%	17%	i	-6%	-5%	1%
Cc1ccc(-n2c(SCCC(C)C)nc3sc4c(c3c2=O)CC(C)(C)OC4)cc1	8%	/	1%	/	-7%	/	/	-18%	4%
Cc1oc(-c2ccc(Cl)cc2)nc1CN1CCC(C(=O)N2CCN(Cc3ccccc3)CC2)CC1	4%	-77*	?	0%	-6%	i	3%	-21%	-9%
Cc1ccc(-c2csc(/C(C#N)=C/Nc3ccccc3SC(F)(F)F)n2)c(C)c1	14%	-4	6%	0%	10%	i	1%	-14%	-3%
S=C(Nc1ccccc1)Nc1ccc(Cl)cc1Cl	1%	?	1%	-5%	10%	i	1%	-7%[57.5 µM]	4%
COc1ccccc1NS(=O)(=O)c1ccc2oc(=O)ccc2c1	-11%	3	23%	13%	-3%	i	1%	i	11%
Cc1cc2nc(C3CCCCC3)c(Cc3ccccc3C(F)(F)F)n2c(C)c1Br	9%	-21	?	6%	16%	i	3%	-17%	7%
O=C(O)CCc1ccc(S(=O)(=O)Nc2ccccc2N2CCCCC2)cc1	?	-30	-5%	?	9%	i	-2%	-18%	-11%
CCOc1cccc(CC(=O)NCc2ccc3c(c2)CCN3C(C)=O)c1OCC	3%	/	10%	/	10%	/	/	i	-22%
CN(C(=O)c1cccc(C#N)c1)c1nnc(C2CCOC2)s1 (configuration not stated)	6%	18	18%	6%	-3%	i	-5%	i	7%
OC1(c2ccccc2F)CCN(Cc2nnnn2CCc2ccccc2)CC1	-18%	-25	15%	2%	3%	i	3%	i	7%
Cc1nn(C)c2c1c(-c1ccccc1)cc(=O)n2Cc1ccc(F)cc1	2%	/	?	/	27%	/	/	i	-2%

Ordered by molar mass (smallest number first): part of the list above
SMILES	TDP-43 yeast inh	D3 antag	GLP-1R inv ag	aSyn rescue	FUS suppressor	Akt phos inh	GLP1R ag	PTHR1 agonist	Abeta yeast res
Cc1ccc(S(=O)(=O)Nc2cccc(Cl)c2)cc1NC(=O)C1CC1	-3%	-28	?	-1%	/	i	0%	0%	6%
OC1(c2ccccc2F)CCN(Cc2nnnn2CCc2ccccc2)CC1	-18%	-25	15%	2%	3%	i	3%	i	7%
Cc1ccc(-n2c(SCCC(C)C)nc3sc4c(c3c2=O)CC(C)(C)OC4)cc1	8%	/	1%	/	-7%	/	/	-18%	4%
O=C(NCCCN1CCCC1=O)C(=O)NCC1OCCCN1S(=O)(=O)c1cc(F)ccc1F (configuration not stated)	-14%	6	-14%	1%	25%	i	6%	-10%	-6%

Bioassay records deposited in PubChem by National Center for Advancing Translational Sciences (NCATS).
